# Assay outcomes as filed in PubChem BioAssay.
# ADAM17 inh: ADAM17 inhibition, QFRET primary screen; 0.83% of 370,000 active; recombinant ADAM17, EDANS/DABCYL FRET peptide cleavage; P78536; inhibition, % at 6.95 µM;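 active = inhibition above the mean of compounds lying between control limits plus 3 SD, set per campaign, cut at about 8.5% in these data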;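 note: 0% = DMSO-only wells as the low control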
# ADAM10 inh: inhibits human ADAM10; O14672; recombinant ADAM10, EDANS/DABCYL FRET peptide cleavage, 3 h; inhibition, % at 7 µM; 0.62% of 370,000 active;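 active = inhibition above a per-campaign cutoff equal to the mean of compounds falling between control-based bounds plus 3 SD, cut at about 20% in these data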;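 note: 0% = DMSO wells while the 100% control is not disclosed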
# PLC-beta3 inh: blocks human PLC-beta3 enzyme activity; inhibition, % at 12.2 µM; Purified PLC-beta3, fluorogenic substrate, fluorescence; AID 720704; 0.18% of 370,000 active; Q01970; in the data active = inhibition above about 11%;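 note: 0% = median of compound wells on plate and 100% = full blocker control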
# Target sequence (Q01970 whole entry, looked up): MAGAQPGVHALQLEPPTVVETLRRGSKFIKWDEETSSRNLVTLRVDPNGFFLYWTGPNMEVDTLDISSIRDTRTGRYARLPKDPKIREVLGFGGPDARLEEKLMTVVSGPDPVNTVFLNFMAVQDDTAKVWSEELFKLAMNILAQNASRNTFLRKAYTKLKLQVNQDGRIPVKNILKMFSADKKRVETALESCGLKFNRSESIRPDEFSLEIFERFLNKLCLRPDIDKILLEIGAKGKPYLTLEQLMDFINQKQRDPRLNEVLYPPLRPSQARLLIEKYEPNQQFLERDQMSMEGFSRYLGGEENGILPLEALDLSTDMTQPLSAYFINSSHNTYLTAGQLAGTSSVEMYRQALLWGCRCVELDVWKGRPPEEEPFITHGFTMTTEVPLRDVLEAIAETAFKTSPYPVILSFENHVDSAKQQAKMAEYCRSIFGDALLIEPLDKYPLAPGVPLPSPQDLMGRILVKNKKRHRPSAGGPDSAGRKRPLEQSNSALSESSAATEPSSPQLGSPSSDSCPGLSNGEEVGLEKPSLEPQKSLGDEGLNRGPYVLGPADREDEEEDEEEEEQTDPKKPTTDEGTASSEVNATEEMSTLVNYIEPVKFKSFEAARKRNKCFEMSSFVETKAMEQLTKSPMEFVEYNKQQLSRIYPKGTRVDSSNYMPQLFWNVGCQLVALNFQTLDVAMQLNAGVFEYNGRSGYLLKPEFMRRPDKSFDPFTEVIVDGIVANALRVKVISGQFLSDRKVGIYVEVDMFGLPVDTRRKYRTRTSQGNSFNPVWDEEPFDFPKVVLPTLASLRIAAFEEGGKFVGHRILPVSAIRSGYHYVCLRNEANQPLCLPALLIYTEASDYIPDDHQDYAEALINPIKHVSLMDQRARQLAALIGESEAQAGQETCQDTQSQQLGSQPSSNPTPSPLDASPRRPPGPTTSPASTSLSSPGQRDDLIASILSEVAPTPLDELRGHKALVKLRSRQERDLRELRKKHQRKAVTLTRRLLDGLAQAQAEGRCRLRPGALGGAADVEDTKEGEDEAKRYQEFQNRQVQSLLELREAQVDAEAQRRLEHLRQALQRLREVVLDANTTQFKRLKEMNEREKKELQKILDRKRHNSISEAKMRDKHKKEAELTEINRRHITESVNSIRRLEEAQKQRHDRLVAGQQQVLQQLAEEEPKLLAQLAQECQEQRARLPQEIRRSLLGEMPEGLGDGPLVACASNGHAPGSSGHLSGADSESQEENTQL
# Tn6 DDE FP: disrupts Tn6 cyclic peptide binding to fibrin D-Dimer-E complex. Fibrin DD(E) TRITC-Tn6 fluorescence polarization displacement. AID 720509. 0.21% of 370,000 active. inhibition, % at 8.3 µM;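 active = inhibition above a per-campaign cutoff: mean of compounds within control limits plus 3 SD, cut at about 15% in these data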;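 note: 0% = median of all compound wells on the plate and 100% = blocking peptide control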
# PLCg1 inh: PLC-gamma1 (human) inhibition, primary screen; P19174; inhibition, % at 12.2 µM; purified PLC-gamma1, fluorogenic substrate, fluorescence; 0.84% of 370,000 active; in the data active = inhibition above about 9.5%
# ASAP1 inh: ASAP1 ArfGAP inhibition. 0.19% of 360,000 active. inhibition, % at 16.5 µM. ASAP1-stimulated ARF1 GTP hydrolysis, GDP FP detection. Q9ULH1; in the data active = inhibition above about 25%;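 note: 0% = vehicle with enzyme and substrate and 100% = no enzyme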
# TDP2 absorb: TDP2 (human) inhibition, absorbance primary screen; recombinant TDP2, T5PNP hydrolysis, p-nitrophenol absorbance 415 nm; inhibition, % at 12.8 µM; 0.34% of 370,000 active;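 active = inhibition above the mean of all tested compounds plus 3 SD, set per campaign, cut at about 25% in these data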;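 note: 0% = DMSO with enzyme and 100% = buffer with substrate but no TDP2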
#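 Evaluation: % inhibition relative to enzyme-containing and enzyme-free wells. Material: recombinant human TDP2. Benchmarks: enzyme-free and DMSO wells. Timing: enzyme reaction with compound for 2 h at 37 °C. Compound dosing: 12.8 µM only. Measured by: p-Nitrophenol epi absorbance. Reagent: T5PNP substrate at 5 mM, a TopII-DNA adduct mimic. Replication: single well per compound.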
# DDE Tn7 FP inh: disrupts Tn7 cyclic peptide binding to fibrin D-Dimer-E complex; P02675; FP displacement of FITC-Tn7 peptide from fibrin DD(E); 0% = median of compound wells per plate; inhibition, % at 8.3 µM; 0.13% of 370,000 active; AID 720508;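 active = inhibition above the mean of compounds falling within the control limits plus 3 SD of them, cut at about 14% in these data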;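 note: 0% = plate median of compound wells and 100% = 10 µM Aha-Tn7 peptide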
#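 assay system = human clot-derived fibrin DD(E) complex | quantity = Fibrin-DD(E) at 2 µM final | timing = 10 min preincubation, 3 h with tracer, room temperature | signal = fluorescence polarization | measure = percent inhibition | benchmarks = high control wells with 10 µM unlabelled Aha-Tn7 peptide (full inhibition) | replicates = singlicate testing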
# ARFGAP1 inh: inhibits rat ARF GTPase activating protein 1 | Q62848 | AID 651572 | Arfgap1-stimulated ARF1 GTP hydrolysis, GDP FP detection | inhibition, % at 16.5 µM | 0.26% of 360,000 active;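 active = inhibition above a per-plate limit, mean inhibition of low control wells plus 3 SD, cut at about 25% in these data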;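 note: 0% = DMSO wells with enzyme and 100% = wells lacking Arfgap1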
#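 Assay system: Rat Arfgap1 GAP domain (His6, aa 1-136), purified enzyme | Buffer or medium: HEPES 25 mM pH 7.5, NaCl 150 mM, MgCl2, DTT | Schedule: GTP hydrolysis reaction 2 h at 25 °C | Signal: FP of antibody-bound GDP Alexa 633 tracer, ex 620/em 688 nm | Measure: Percent inhibition of Arfgap1-stimulated GTP hydrolysis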
# SIAE inh: human SIAE inhibition, primary screen; Q9HAT2; SIAE FP-Rh probe binding, fluorescence polarization; inhibition, % at 9.66 µM; 0.69% of 370,000 active; AID 1053197;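 active = inhibition above a cutoff: mean of compounds within the control limits plus 3 SD of those, cut at about 17% in these data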;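 note: 0% = plate median of compound wells and 100% = probe without SIAE protein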
# Numbers without * were called inactive; i = inactive. Outcome played no part in choosing rows. About 3.6% of those tested had a hit in this group.
SMILES,ADAM17 inh,ADAM10 inh,PLC-beta3 inh,Tn6 DDE FP,PLCg1 inh,ASAP1 inh,TDP2 absorb,DDE Tn7 FP inh,ARFGAP1 inh,SIAE inh
CCC(C)[C@H](NC(=O)NCc1ccc(S(N)(=O)=O)cc1)C(=O)O (stereo partly drawn),1,4,-3,1,2,1,-3,0,2,2
CC(C)(C)NS(=O)(=O)c1ccc(CCC(=O)NCc2ccc3c(c2)OCO3)cc1,9.0*,5,5,-1,5,-7,-12,-1,6,5
COc1ccc(OC)c(NC(=O)CNC(=O)c2cccs2)c1,4,-3,1,-5,0,-5,-6,-1,-5,-4
CCOC(=O)N1CCC(NC(=O)c2cc3ccccn3n2)CC1,-4,-11,1,0,-3,-3,-3,-1,5,-3
COc1cccc(-n2nnc3c(=O)n(Cc4ccc(C)cc4)cnc32)c1,-4,1,-3,7,0,6,11,-5,11,-4
CC(C)(C)NC(=O)CN(C(=O)CS(=O)CC(=O)Nc1ccc(F)cc1)c1ccccc1F (stereo not drawn),-5,-14,-3,-1,0,-16,1,4,-9,-12
CCOC(=O)c1ccc(-c2ccc(/C=C(\C#N)C(=O)NCC3CCCO3)o2)cc1 (stereo not drawn),-4,-6,-18,18*,-13,-7,-6,6,6,-16
CC(C)c1[nH]nc2c1C(C1C=CCCC1)C(C#N)=C(N)O2 (stereo not drawn),-3,8,-8,3,0,-8,-3,2,11,-3
O=C1N=C2SCCN2/C1=C\c1ccccc1Cl,4,16,-1,-4,11*,0,5,-3,3,-8
CCCc1cnc(N2CCN(C(=S)NC)CC2)nc1,-4,1,0,-3,3,-1,-2,-1,-1,-4
CN(C(=O)NC1CC(=O)N(c2ccc3c(c2)OCCO3)C1)c1ccccc1 (stereo not drawn),-3,-8,-5,2,0,2,9,-4,-2,-10
O=C(C1CCCO1)N1CCC(c2nc3ccccc3[nH]2)CC1 (stereo not drawn),0,2,1,4,-1,0,-5,0,-5,3

# Sorted by molecular weight (largest number first): 3 of the compounds above.
SMILES,ADAM17 inh,ADAM10 inh,PLC-beta3 inh,Tn6 DDE FP,PLCg1 inh,ASAP1 inh,TDP2 absorb,DDE Tn7 FP inh,ARFGAP1 inh,SIAE inh
CN(C(=O)NC1CC(=O)N(c2ccc3c(c2)OCCO3)C1)c1ccccc1 (stereo not drawn),-3,-8,-5,2,0,2,9,-4,-2,-10
COc1ccc(OC)c(NC(=O)CNC(=O)c2cccs2)c1,4,-3,1,-5,0,-5,-6,-1,-5,-4
O=C1N=C2SCCN2/C1=C\c1ccccc1Cl,4,16,-1,-4,11*,0,5,-3,3,-8

# Going on with the list.
SMILES,ADAM17 inh,ADAM10 inh,PLC-beta3 inh,Tn6 DDE FP,PLCg1 inh,ASAP1 inh,TDP2 absorb,DDE Tn7 FP inh,ARFGAP1 inh,SIAE inh
Cc1cc(N=Cc2c(O)n(-c3ccc(C)c(C)c3)c(=O)c3ccccc23)no1,-105,-324,-159,-10,-147,9,0,-1,-3,-7
Cc1c(NC(=O)C(C)OC(=O)c2ccccc2O)c(=O)n(-c2ccccc2)n1C (stereo not drawn),-7,-10,-3,1,-2,-8,-7,11,6,0
COC(=O)c1ccc(OC(=O)CCN2c3ccccc3Sc3ccccc32)cc1,-2,-6,-7,9,-2,-6,4,7,-9,6
CCN(CC(=O)Nc1cccc(OC)c1)c1ncnc2sc(C)c(C)c12,-2,9,0,6,-1,-3,-7,7,-3,-4
CCCC(C(=O)NC(C)(C)CC)N(CC1CCCO1)C(=O)CNS(=O)(=O)c1ccc(F)cc1 (stereo not drawn),3,3,2,-2,9,-9,-19,3,4,-12
N#Cc1cccc(NC(=O)COC(=O)c2ccccc2C(=O)c2ccc(Cl)c([N+](=O)[O-])c2)c1,3,12,2,-3,3,12,5,-11,1,-4
COCc1cc(N2CCN(C(=O)OC(C)(C)C)C[C@@H]2C)ccc1Br,-2,-7,2,7,2,-2,0,-10,-7,0
CCOC(=O)c1cc2sccc2n1CC(=O)N1CCc2ccccc21,-4,-1,1,-1,0,10,1,2,3,-2
O=C1c2ccccc2C(=O)N1OCc1c(F)cccc1Cl,0,-3,3,-2,0,11,5,2,3,1
COc1ccc(CNC(=O)C(c2ccc(C)o2)N(C(=O)c2csnn2)c2ccc(C(C)C)cc2)cc1 (stereo not drawn),0,5,-1,2,2,-7,0,0,-5,-13
C=CCn1c(C)cc(-c2csc(NCC)n2)c1C,-4,-7,-47,-3,-42,13,2,6,15,8
CCn1c(=O)c2cc(C(=O)NCCC(C)C)sc2c2ccccc21,-32,-82,-14,6,-5,-6,1,-3,9,2
COC(=O)c1ccc(C(=O)OC)c(NC(=S)N2CCN(c3ccccc3F)CC2)c1,-80,-247,-78,-5,-82,-8,9,-4,10,-3
Cc1nn(-c2ccccc2)cc1C(=S)Nc1ccccc1,5,2,0,4,2,-1,-3,3,-1,2
O=C(NCC1CCCO1)c1cccc(NS(=O)(=O)c2ccc(Br)cc2)c1 (stereo not drawn),-3,-2,-1,6,-1,-8,8,3,-18,-2
CCCCn1c(N)c(N(CC(C)C)C(=O)COC(=O)C2(c3ccccc3)CC2)c(=O)[nH]c1=O,1,-2,-4,4,0,-2,-8,1,-1,-5
CCNC(=O)C1(C)CCCN(Cc2cc3ccccc3o2)C1 (stereo not drawn),-2,-6,1,-2,-1,4,1,2,-8,2
Cn1c(=O)[nH]c(=O)c2c1nc(Br)n2CCCSc1nc2ccccc2o1,-1,1,-1,-3,2,4,1,1,-1,-1
Cc1ccc(Nc2ncc(C(=O)NCCCN3CCN(C)CC3)c3ccccc23)cc1Cl,-2,-1,-441,-4,-271,-11,-16,-6,3,10
CCCc1nnc(NC(=O)CN2C(=O)c3ccccc3C2=O)s1,-2,0,1,4,1,1,14,2,-7,-3
COc1ccc(/C=N/S(=O)(=O)c2cccs2)cc1,-1,0,2,-4,2,-10,2,2,1,1
c1csc(Cc2nn3c(-c4n[nH]c5c4CCC5)nnc3s2)c1,-2,-3,-1,5,-2,-8,-6,4,-5,-3
COc1cc2c(cc1OC)CN(CC(O)c1ccccc1)CC2 (stereo not drawn),-308,i,i,3,i,6,13,-1,-12,4
Cc1ccc(S(=O)(=O)CCC(=O)OCC(=O)NCCc2ccc(S(N)(=O)=O)cc2)cc1,-1,-5,-7,0,-2,5,-2,-3,7,1
CCOC(=O)c1ccccc1NC(=O)CSc1nnc(C(C)C)n1CC,3,5,2,3,6,7,-6,8,-5,6
Cc1onc(CO)c1C(=O)Nc1nccs1,-4,-6,-4,5,-1,-4,3,-7,10,-3
CCOc1ccc(NC(=O)CN(C)C(=O)c2ccc(OCc3ccccc3)c(OC)c2)cc1OCC,-5,5,3,8,3,-9,-11,0,1,2
COc1ccccc1NC(=O)COC(=O)CCS(=O)(=O)c1ccc(C)cc1,-3,-1,-5,1,3,3,6,-9,2,-3
CC(C(N)=O)N1C(=O)C2C3C=CC(C3)C2C1=O (stereo not drawn),-4,-4,1,8,-5,12,-2,4,-14,-8
C[C@H](NS(=O)(=O)c1ccccc1F)C(=O)OCC(=O)Nc1ccc2c(c1)OCCO2,4,-15,-1,-1,-2,9,-12,-4,-1,3
CC(C)(C)c1ccc(C(=O)NC(=S)NCc2cccnc2)cc1,4,-2,0,-3,-1,6,11,-8,9,3
Cc1cccc(C)c1NC(=S)N(Cc1ccco1)C1CCN(C(C)C)CC1,-2,2,0,-5,1,0,2,-6,13,3
CCCCC[C@H](O)/C=C/[C@@H]1[C@@H](C/C=C\CCCC(=O)O)[C@H]2CO[C@@H]1C2,-6,-5,-3,-6,-1,-12,-2,-1,-2,1
CCOc1cc(C(=O)Nc2ccc(NC(C)=O)cc2)ccc1OCC(=O)N1CCCCC1,-5,7,0,-13,0,11,-1,8,6,-10
CCN(CC)S(=O)(=O)c1ccc2c(c1)nc(SCC(=O)NCC1CCCO1)n2CC (stereo not drawn),-3,-9,-10,4,2,3,-1,0,4,7
O=[N+]([O-])c1cccc(S(=O)(=O)NC2CC3CCC2C3)c1 (stereo not drawn),5,-2,7,9,6,-2,0,0,-1,2
CCCCC(=O)NCCc1cc2c(OC)ccc(OC)c2[nH]c1=O,-8,-15,-92,1,-77,2,0,-1,2,-1
CCn1nccc1C(=O)Nc1cccc(C)c1C,4,5,-6,-2,5,-3,-8,-7,0,-5
CC(=O)N1CC(=O)N(c2ccccc2)C1=O,0,3,-2,1,1,1,-13,-1,2,3

# Of the compounds above, 9 contain an aryl methoxy group:
SMILES,ADAM17 inh,ADAM10 inh,PLC-beta3 inh,Tn6 DDE FP,PLCg1 inh,ASAP1 inh,TDP2 absorb,DDE Tn7 FP inh,ARFGAP1 inh,SIAE inh
COc1ccc(OC)c(NC(=O)CNC(=O)c2cccs2)c1,4,-3,1,-5,0,-5,-6,-1,-5,-4
COc1cccc(-n2nnc3c(=O)n(Cc4ccc(C)cc4)cnc32)c1,-4,1,-3,7,0,6,11,-5,11,-4
CCN(CC(=O)Nc1cccc(OC)c1)c1ncnc2sc(C)c(C)c12,-2,9,0,6,-1,-3,-7,7,-3,-4
COc1ccc(CNC(=O)C(c2ccc(C)o2)N(C(=O)c2csnn2)c2ccc(C(C)C)cc2)cc1 (stereo not drawn),0,5,-1,2,2,-7,0,0,-5,-13
COc1ccc(/C=N/S(=O)(=O)c2cccs2)cc1,-1,0,2,-4,2,-10,2,2,1,1
COc1cc2c(cc1OC)CN(CC(O)c1ccccc1)CC2 (stereo not drawn),-308,i,i,3,i,6,13,-1,-12,4
CCOc1ccc(NC(=O)CN(C)C(=O)c2ccc(OCc3ccccc3)c(OC)c2)cc1OCC,-5,5,3,8,3,-9,-11,0,1,2
COc1ccccc1NC(=O)COC(=O)CCS(=O)(=O)c1ccc(C)cc1,-3,-1,-5,1,3,3,6,-9,2,-3
CCCCC(=O)NCCc1cc2c(OC)ccc(OC)c2[nH]c1=O,-8,-15,-92,1,-77,2,0,-1,2,-1
